# Screening results from PubChem BioAssay.
# APJ antag = antagonists of human APJ apelin receptor; hit rate 0.32% among 330,000; CHO-K1 APJ beta-arrestin complementation, luminescence; inhibition, % at 20 µM;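 active means inhibition above about 40% at 20 µM, limit read from the data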;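 further: cells challenged with 10 nM apelin-13 agonist together with compound; plate controls were apelin-13 plus DMSO wells for no effect and DMSO wells lacking apelin-13 for full effect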
# Target sequence (P35414 whole entry, looked up): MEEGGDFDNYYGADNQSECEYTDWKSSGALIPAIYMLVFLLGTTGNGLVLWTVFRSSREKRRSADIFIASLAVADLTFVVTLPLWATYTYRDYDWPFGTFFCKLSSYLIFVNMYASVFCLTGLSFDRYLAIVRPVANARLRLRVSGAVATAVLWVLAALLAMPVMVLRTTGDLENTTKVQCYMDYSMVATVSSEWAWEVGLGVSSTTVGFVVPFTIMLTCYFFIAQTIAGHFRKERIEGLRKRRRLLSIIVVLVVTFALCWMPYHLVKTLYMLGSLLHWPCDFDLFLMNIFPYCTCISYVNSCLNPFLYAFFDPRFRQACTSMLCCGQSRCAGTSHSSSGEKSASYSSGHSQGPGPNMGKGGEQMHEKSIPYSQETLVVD
# APJ agonist = APJ receptor agonism; activation, % at 20 µM; P35414; hit rate 0.11% among 330,000; CHO-K1 APJ PathHunter beta-arrestin, luminescence; 0% DMSO wells, 100% apelin;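 active means activation more than six SD over the plate average, tested at 20 µM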;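 further: 0% = DMSO alone and 100% = apelin-13 at 10 nM; some results filed as inactive read as strong as hits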
#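 Material: engineered CHO-K1 APJ arrestin reporter cells; amount: 1000 CHO-K1 reporter cells seeded per well; incubation: compound stimulation 90 min at 25 °C, detection 60 min; signal: luminescent beta-gal fragment complementation, chemiluminescent substrate; read-out basis: APJ agonist activity; controls: DMSO-only wells as negative, 10 nM Apelin-13 as positive control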
# CHOP UPR activ = activators of apoptotic arm of unfolded protein response (CHOP); hit rate 0.34% among 330,000; activation, % at 10 µM; CHO-CHOP luciferase reporter, UPR activation, luminescence; percent of tunicamycin response over DMSO baseline;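 active means at 10 µM dose, activation of 40% or more, normalized to positive control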;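 further: 100% = tunicamycin at 10 µg/mL and 0% = DMSO alone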
#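 Evaluation: % reporter activation, DMSO baseline versus tunicamycin full activation; System: CHO-CHOP luciferase reporter cell line; Input: 500 cells/well; Incubation: 6 h compound treatment, 37 °C; Measured by: Steady-Glo luciferase luminescence; Dosing: one dose, 10 µM in 0.5% DMSO; Buffer or medium: F12 medium, 10% FBS; Benchmarks: positive tunicamycin 10 µg/mL, negative DMSO alone.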
# tim23-1 inh = inhibits growth of tim23-1 mutant yeast. S. cerevisiae tim23-1 growth, BacTiter-Glo luminescence, 24 h. inhibition, % at 20 µM. hit rate 1.3% among 330,000. AID 463212;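 active means growth inhibition of the mutant yeast at or above 50%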;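 further: temperature-sensitive mutant grown at 25 °C; plate controls were DMSO-treated mutant yeast for no effect and medium wells lacking yeast for full effect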
# TIM10 inh = growth inhibitors of TIM10 yeast strain. S. cerevisiae TIM10 strain growth, BacTiter-Glo luminescence, 24 h. inhibition, % at 10 µM. hit rate 1.4% among 330,000. AID 463195;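 active means inhibition of 40% or more at the single tested concentration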;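 further: wild-type TIM10 isogenic control strain grown at permissive 25 °C; 0% = DMSO yeast wells and 100% = minimal medium wells without yeast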
# CXCR6 inh = inhibitors of human CXCR6 receptor; O00574; CHO-K1 PathHunter CXCR6 beta-arrestin, luminescence; inhibition, % at 20 µM; hit rate 0.36% among 360,000; AID 602244; in the data active means inhibition above about 34%, passing the limit was not always enough;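 further: antagonist mode with CXCL16 agonist at 10 nM final; 0% = 10 nM CXCL16 with DMSO and 100% = unstimulated wells without agonist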
# Target sequence (O00574 whole entry, looked up): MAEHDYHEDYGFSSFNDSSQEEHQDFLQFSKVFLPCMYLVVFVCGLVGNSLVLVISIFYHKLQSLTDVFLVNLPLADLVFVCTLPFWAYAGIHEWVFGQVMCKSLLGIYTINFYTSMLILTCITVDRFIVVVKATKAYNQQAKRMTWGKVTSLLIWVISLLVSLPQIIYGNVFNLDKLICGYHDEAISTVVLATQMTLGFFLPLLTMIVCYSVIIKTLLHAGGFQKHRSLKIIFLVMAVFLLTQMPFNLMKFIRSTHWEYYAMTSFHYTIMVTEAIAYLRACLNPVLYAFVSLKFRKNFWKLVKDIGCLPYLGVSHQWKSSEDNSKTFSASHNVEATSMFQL
# Mdm2-MdmX inh = human Mdm2/MdmX binding inhibition; O15151+Q00987; SaOS-2 split-luciferase Mdm2/MdmX complementation, luminescence; inhibition, % at 8 µM; hit rate 3% among 330,000;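 active means inhibition of at least 50% at 8 µM in the primary screen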
# tim10-1 inh = inhibits growth of tim10-1 mutant yeast. S. cerevisiae tim10-1 ts strain growth, BacTiter-Glo, 24 h. inhibition, % at 20 µM. hit rate 2.2% among 330,000. AID 463190;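 active means inhibition of at least 40%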;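 further: mutant grown at 25 °C; 0% = DMSO wells with yeast and 100% = wells holding no yeast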
# UPR XBP1 act = adaptive UPR (XBP1) activation. CHO-XBP1 luciferase reporter, IRE1-XBP1 UPR activation, luminescence; percent of tunicamycin response, DMSO as zero. activation, % at 20 µM. hit rate 0.33% among 330,000. AID 463104;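 active means versus positive control, 20 µM dose yields 30% or more activation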;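 further: 100% = tunicamycin at 10 µg/mL and 0% = DMSO only wells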
#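 Material: CHO-XBP1 cells stably carrying IRE1-XBP1-driven luciferase reporter / Amount: 1000 cells per well / Compound: 20 µM, 1% DMSO / Times: 6 h treatment, 37 °C / Detection: luciferase luminescence / Measure: % activation of reporter signal versus tunicamycin and DMSO controls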
# Starred values were filed as active, the others as inactive; nt = no result given. This is a subset; the hit share may differ from the screen's.
SMILES,APJ antag,APJ agonist,CHOP UPR activ,tim23-1 inh,TIM10 inh,CXCR6 inh,Mdm2-MdmX inh,tim10-1 inh,UPR XBP1 act
Clc1ccc2nc(CSc3nnc4ccccn34)cn2c1,7.8,-0.5,0.8,-3.4,-8.4,-4.6,-18.3,-5.4,-7.1
O=C(Nc1ccc(Oc2ccccc2)nc1)C1CCN(Cc2cccc(F)c2)CC1,-20.4,-0.2,0.3,-69.3,-52.1,6.1,6.7,-43.1,-4.7
COc1ccc(-n2nc3c(N4CCC(C(=O)NCc5ccco5)CC4)nnc(C)c3c2C)cc1,-14.5,-5.3,-1.7,5.8,1.3,-1.6,33.4,0.1,-4.6
CC(=O)Nc1cccc(NC(=O)c2ccc3c(c2)CCN3S(C)(=O)=O)c1,-14.6,-1.3,-1.4,6.7,-10.6,0.2,9.7,3.3,-6.7
COc1cc2c(C(=O)NCCCN3CCN(c4cccc(Cl)c4)CC3)cn(C)c(=O)c2cc1OC,5.6,-1.2,-2.2,4.1,-3.5,-1.0,18.4,8.3,1.1
CC(C)CN(C(=O)CSc1nnc2ccccn12)c1c(N)n(CC(C)C)c(=O)[nH]c1=O,5.7,-2.4,-2.7,2.2,4.1,6.1,14.7,6.3,-5.8
O=C(CSc1nncn1-c1cccnc1)Nc1ccccc1[N+](=O)[O-],5.0,1.4,-1.0,12.1,9.7,-15.6,7.1,6.1,2.0
COc1ccc(OCCOC(=O)CNC(=O)c2ccc(Cl)cc2Cl)cc1,-57.8,16.5,-0.9,25.8,-4.3,7.6,-4.7,16.3,-1.6
O=C(CCc1c[nH]c2ccccc12)NCC(=O)Nc1ccc(F)c(F)c1F,-19.1,-0.1,-1.0,6.1,-3.5,9.0,18.2,10.3,-0.7
CN(C)S(=O)(=O)c1ccc(-c2ccccc2)cc1,1.4,-1.7,0.5,10.7,7.1,-1.2,-8.6,12.7,1.5
CCCCN1CC(=O)N2Cc3[nH]c4ccccc4c3C[C@H]2C1=O,6.3,-4.6,0.7,6.9,4.7,-7.7,-2.2,27.0,-5.4
CSCCC(NC(=O)c1ccccc1)C(=O)N1CC=C(c2ccccc2)CC1 (stereo not given),-15.6,-7.0,-0.9,20.2,0.4,6.6,15.9,14.2,-2.9
COc1cccc(/C=C/C(=O)OCC(=O)Nc2cccc(S(=O)(=O)N(C)C)c2)c1,-7.4,-2.0,0.9,22.4,11.0,-2.7,-4.5,23.6,-1.8
N/C(CS(=O)(=O)c1ccc(F)cc1)=N\O,9.2,1.4,-2.0,-0.5,-13.8,-2.9,-3.2,-19.3,1.4
O=C(NCc1cccnc1)/C(=C/c1ccc(-c2ccc(Cl)cc2)o1)S(=O)(=O)c1ccccc1,35.5,-2.1,136.2*,59.2*,52.7*,25.9,81.7*,52.4*,-5.3
Nc1nnc(CC(=O)N/N=C\c2ccc(-c3cccc(Cl)c3)o2)s1,3.8,-2.2,1.3,2.8,-3.6,-7.8,-5.2,7.6,-2.8
Cc1ccc(NC(=O)c2cnc3ccccc3n2)cc1C,3.6,-1.1,3.6,19.6,5.9,6.0,-76.6,-0.1,0.3
CC(C)C(=O)Nc1ccc(N2CCOCC2)c(S(=O)(=O)Nc2ccccc2Cl)c1,10.2,-0.8,-0.1,31.1,10.3,-8.6,22.8,18.2,2.4
NS(=O)(=O)c1ccc(NC(=O)COC(=O)Cn2cnc3ccccc3c2=O)cc1,0.8,0.0,-0.4,2.2,2.3,0.7,1.7,-8.1,-0.5
Cc1cc(C)cc(NC(=O)CSc2nc3c(c(=O)[nH]2)CN(Cc2ccc(F)cc2)CC3)c1,-4.0,0.8,0.5,-6.0,12.0,-7.0,-8.6,-10.3,-3.3
O=c1c2ccccc2ccc2ccc(P(=O)(O)O)cc12,3.2,-1.8,3.1,-14.5,-8.2,-6.4,-8.9,-12.6,-0.9
Cc1cccc(/C=N/NC(=O)c2ccc(NC(=O)c3ccc(Cl)cc3)cc2)n1,5.1,0.9,0.0,18.7,6.7,-2.5,31.1,96.4*,0.4
CCOC(=O)C1=C(C)N=C2SCCC(=O)N2C1c1ccc(OC)cc1 (stereo not given),16.7,-2.7,-0.3,17.6,2.0,nt,10.9,1.0,-3.3
COc1ccc(OC)c(/C=C/c2ccc3cccc(O)c3n2)c1,37.7,-7.1,26.2,32.9,0.7,48.4*,93.1*,34.9,22.1
COCCNC(=O)Cn1cnc2c1c(=O)n(C)c(=O)n2C,0.6,1.0,-1.9,4.6,-0.4,-5.0,2.9,-6.2,-1.9
SMILES,APJ antag,APJ agonist,CHOP UPR activ,tim23-1 inh,TIM10 inh,CXCR6 inh,Mdm2-MdmX inh,tim10-1 inh,UPR XBP1 act
COc1ccc(CCn2nnnc2C(CC(C)C)N2CCN(c3ncccn3)CC2)cc1OC (stereo not given),-8.4,-2.9,2.5,27.3,18.1,3.6,11.9,16.7,0.5
Cc1ccc2c(c1)[C@H]1[C@H](CO2)[C@H](c2ccccc2)[C@]2(C)C(=O)Nc3cc(F)c(F)cc3C(=O)N12,1.7,-3.1,0.6,39.3,18.6,-1.1,41.3,21.4,0.5
CCc1c(C(=O)Nc2ccc(S(=O)(=O)N3CCOCC3)cc2)csc1C,1.0,-0.6,1.8,40.6,28.6,2.2,18.4,22.0,-0.7
CSc1nc2nc3c(cc2c(=O)n1-c1ccccc1C)CCCC3,-4.5,-5.1,14.4,55.1*,10.5,2.1,15.1,16.8,3.1
Cc1cc(OCC(=O)Nc2ccc(OCc3ccccc3)cc2)nc(C(C)C)n1,-0.2,-1.7,2.1,2.9,7.3,-2.3,-17.9,12.3,-0.1
CCc1ccc2[nH]c(=O)c(Cc3ccccc3)c(O)c2c1,8.8,-5.6,1.0,-1.5,-3.6,7.9,9.2,-7.6,0.8
COCCCn1c(=N)c(C(N)=S)cc2c(=O)n3cccc(C)c3nc21,11.3,1.4,2.6,-3.3,7.7,18.0,-1.7,11.3,-0.6
COc1ccc(NC(=O)CN2CCN(C(C)=O)CC2)cc1S(=O)(=O)N1CCOCC1,5.3,0.4,0.8,6.1,7.8,0.7,-24.9,7.5,0.4
CN(Cc1cnccn1)C(=O)C1CCC(=O)N(CCc2ccc(Cl)cc2)C1 (stereo not given),6.3,-6.1,2.8,13.6,-2.3,-1.1,28.2,15.5,-5.5
CC(=O)Nc1nc2n(n1)C(c1ccc(F)cc1)C=C(c1ccccc1)N2 (stereo not given),15.6,1.3,0.1,-16.6,30.4,-0.7,0.0,16.5,-0.1
CCc1noc(C)c1C(=O)NNC(=O)c1nn(C)c(=O)c2ccccc12,-3.5,-3.2,-1.0,8.9,-6.3,2.6,26.7,-13.7,-0.8
COc1ccc(-c2cc(C(=O)N3CC4(C)CC3CC(C)(C)C4)no2)cc1 (stereo not given),-9.7,-3.1,-1.2,20.2,9.1,0.2,27.6,25.7,-2.3
N#C/C(=C\c1ccncc1)c1ccccn1,-7.9,-1.8,1.6,27.4,12.5,-10.4,10.7,24.9,-5.8
Cc1ccc(NC(NC(=O)OCCn2c([N+](=O)[O-])cnc2C)C(Cl)(Cl)Cl)cc1 (stereo not given),7.6,1.9,0.9,19.0,1.4,nt,19.8,34.2,-2.2
CCOCCn1c(CN2CCC(Cc3ccccc3)CC2)nc2c1c(=O)n(C)c(=O)n2C,10.6,0.4,-0.6,15.5,13.2,4.3,4.0,17.9,-5.5
Cc1ccc(NC(=O)COC(=O)CCc2c[nH]c3ccccc23)c(C)c1,15.7,-3.7,-1.3,37.3,13.9,4.9,32.2,22.8,-1.1
COC(=O)Cn1c(=NC(=O)CCS(=O)(=O)c2ccccc2)sc2c(OC)ccc(OC)c21,17.1,3.6,-0.9,8.2,15.2,-1.4,23.4,-1.9,-4.6
COc1ccc(C(=O)CCC(=O)N2CCN(c3cccc(Cl)c3)CC2)cc1,19.6,-2.5,0.3,27.3,16.1,-12.3,8.0,22.3,-1.4
CCC(C)NC(=O)c1cc(Sc2nnc(C)s2)nc2ccccc12 (stereo not given),-16.5,-1.0,0.3,15.5,-5.3,nt,27.7,28.7,-0.1
CCN(CC)CCCC1(CN)OCCc2ccccc21 (stereo not given),8.1,-2.9,-1.8,-10.0,-6.5,-2.2,25.9,-4.9,-3.9
CCCCN(c1ccc(C(=O)OC)cc1)S(=O)(=O)c1ccccc1,3.8,-5.1,-0.2,-18.1,5.8,5.2,62.2*,11.7,-1.1
Cc1ccc(CNC(=O)CCC(=O)Nc2nnc(C(C)C)s2)cc1,5.5,-3.3,1.5,9.7,6.4,-4.4,5.7,8.7,-1.4
COc1ccc(-c2cn(Cc3ccc(C(N)=O)cc3)c(CCN)n2)cc1,10.9,2.6,2.6,18.6,2.5,-0.6,7.2,-11.5,0.6
CC(C)[C@H](NS(=O)(=O)c1cccc(C(F)(F)F)c1)C(=O)OCC(N)=O,24.8,-1.5,0.7,9.2,7.2,3.8,25.3,11.0,-2.4
COc1ccccc1CN1C(=O)CCC1(C)C(=O)NCc1cccnc1 (stereo not given),10.7,-2.0,-2.3,7.4,-10.0,4.6,10.9,5.4,-1.6
O=C(C1CCN(S(=O)(=O)N2CCOCC2)CC1)N1CCN(c2ccc(F)cc2)CC1,1.6,-1.5,-2.2,12.4,17.4,-7.5,-27.8,12.8,-0.4
COc1ccccc1NC(=O)N1CCn2c(nc3ccccc32)C1,-7.1,-2.9,-0.1,0.0,2.5,-3.3,-24.3,4.2,0.7
COc1ccc(C(=O)NNC(=O)c2cc(C)[nH]n2)cc1,-20.5,-0.9,1.5,8.0,-5.0,1.4,-7.4,0.3,4.3
COc1ccc2c(O)c(-c3c(C)cc(C)cc3C)c(=O)[nH]c2c1,1.6,-3.1,-0.3,9.1,-8.8,1.3,20.0,-19.6,-0.9
CCC(C)N(CCNC(=O)c1ccc(NC2=NC3CS(=O)(=O)CC3S2)cc1)Cc1ccco1 (stereo not given),4.5,-3.1,1.9,-8.4,1.9,0.5,12.0,-6.9,-2.3

# One compound at a time, as listed above.
# COCCCn1c(=N)c(C(N)=S)cc2c(=O)n3cccc(C)c3nc21 in the list: APJ antag: 11.3; APJ agonist: 1.4; CHOP UPR activ: 2.6; tim23-1 inh: -3.3; TIM10 inh: 7.7; CXCR6 inh: 18.0; Mdm2-MdmX inh: -1.7; tim10-1 inh: 11.3; UPR XBP1 act: -0.6
# COc1ccc(-c2cn(Cc3ccc(C(N)=O)cc3)c(CCN)n2)cc1 in the list: APJ antag: 10.9; APJ agonist: 2.6; CHOP UPR activ: 2.6; tim23-1 inh: 18.6; TIM10 inh: 2.5; CXCR6 inh: -0.6; Mdm2-MdmX inh: 7.2; tim10-1 inh: -11.5; UPR XBP1 act: 0.6

# Quoted from above, two compounds:
SMILES,APJ antag,APJ agonist,CHOP UPR activ,tim23-1 inh,TIM10 inh,CXCR6 inh,Mdm2-MdmX inh,tim10-1 inh,UPR XBP1 act
CCN(CC)CCCC1(CN)OCCc2ccccc21 (stereo not given),8.1,-2.9,-1.8,-10.0,-6.5,-2.2,25.9,-4.9,-3.9
CCCCN(c1ccc(C(=O)OC)cc1)S(=O)(=O)c1ccccc1,3.8,-5.1,-0.2,-18.1,5.8,5.2,62.2*,11.7,-1.1
